HTR2A ag: mouse Htr2a agonists via beta-arrestin recruitment, primary screen, cell-based, luminescence; 360,000 compounds, 0.66% hits; 5-hydroxytryptamine receptor 2A (Mus musculus), P35363; CHO-K1 mHTR2A beta-arrestin complementation; percent of 30 µM serotonin response; activation, % at 7.6 µM;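 active means activation above a run cutoff, the mean activation of all tested compounds plus 3 SD, cut at about 14% in these data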;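 further: 0% = plate median of compound wells and 100% = 30 µM serotonin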
Target sequence (P35363 whole entry, looked up): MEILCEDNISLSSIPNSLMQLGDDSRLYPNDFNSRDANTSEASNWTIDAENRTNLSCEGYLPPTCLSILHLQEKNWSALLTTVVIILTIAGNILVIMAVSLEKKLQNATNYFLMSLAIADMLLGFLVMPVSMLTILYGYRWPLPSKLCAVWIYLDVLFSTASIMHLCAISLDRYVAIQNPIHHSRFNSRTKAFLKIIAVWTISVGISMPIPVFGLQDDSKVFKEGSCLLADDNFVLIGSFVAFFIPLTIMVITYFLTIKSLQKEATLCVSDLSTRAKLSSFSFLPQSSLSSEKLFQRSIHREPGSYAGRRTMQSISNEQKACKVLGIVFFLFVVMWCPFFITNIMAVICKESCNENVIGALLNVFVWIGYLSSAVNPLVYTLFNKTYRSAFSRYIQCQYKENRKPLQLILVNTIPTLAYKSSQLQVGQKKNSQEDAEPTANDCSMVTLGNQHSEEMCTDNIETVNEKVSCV
hiPSC survival: enhancers of single-cell hiPSC survival, primary screen, ATPlite luminescence. 360,000 compounds, 0.044% hits. 100% = ROCK inhibitor wells, 0% = DMSO. survival enhancement, % at 20 µM; in the data active means survival enhancement above about 18%;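 further: cells exposed to compounds for 16 hours before the ATP read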
MC4R antag cAMP: MC4R antagonists of cAMP signaling, primary screen, cell-based, TR-FRET, antagonist arm of biased-ligand search; inhibition, % at 6.5 µM; MC4R-expressing cells, MTII-stimulated cAMP, LANCE TR-FRET; AID 540295, 2011; 360,000 compounds, 0.48% hits;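 active means inhibition above its plate's cutoff, the mean of tested wells on that plate plus 3 SD, cut at about 29% in these data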;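 further: 0% = Melanotan II alone and 100% = Melanotan II plus saturating MCL0020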
Target sequence (P32245 whole entry, looked up): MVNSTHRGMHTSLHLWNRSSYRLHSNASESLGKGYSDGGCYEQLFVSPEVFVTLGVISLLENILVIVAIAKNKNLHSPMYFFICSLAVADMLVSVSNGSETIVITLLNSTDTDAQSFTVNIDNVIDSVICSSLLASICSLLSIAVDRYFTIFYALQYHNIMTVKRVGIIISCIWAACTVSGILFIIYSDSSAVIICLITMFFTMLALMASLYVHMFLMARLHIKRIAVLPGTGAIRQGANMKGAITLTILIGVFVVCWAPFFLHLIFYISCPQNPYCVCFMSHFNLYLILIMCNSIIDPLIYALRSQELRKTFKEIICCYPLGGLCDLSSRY
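Assay system: U2OS-MC4R stable cell line; Also added: Melanotan II; Technique: Eu-cAMP/anti-cAMP TR-FRET, emission 671 nm; Times: 30-min compound, 1-h challenge, 1-h detection, room temperature.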
N-glyco inh: increase of ERlucT glycosylation luciferase signal, primary screen, N-linked glycosylation inhibitor project, D54 ERlucT cells, luminescence, set 2. D54 ERlucT glycosylation luciferase reporter, 24 h; percent of 100 nM tunicamycin response. reporter increase, % at 12.5 µM. 360,000 compounds, 0.23% hits. AID 588692, 2011;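 active means mean luciferase reporter signal, scaled so untreated is 0 and the glycosylation-blocking control 100, at or above a set limit in every replicate; inconclusive means mean reaches the limit but not every replicate does; inactive means mean below the limit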;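 further: luciferase carries N-glycosylation sites so blocking glycosylation raises the light; 0% = median of neutral control wells and 100% = median of 100 nM tunicamycin wells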
Granule exo inh: LAMP-1 surface exposure blockers, TALL-104 cells – cell-based, flow cytometry, MLPCN library, primary screen; TALL-104 LAMP-1 surface exposure; cells stimulated with thapsigargin and PMA; inhibition, % at 10 µM; 360,000 compounds, 0.66% hits; AID 651702, 2012;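 active means inhibition above about 55%, limit read from the data; inconclusive means no clear call, values can overlap the other calls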
aDG glyco act: activators of alpha-DG glycosylation, primary screen, uHTS, Pro5-aDG cells, AlphaScreen. activation, % at 10 µM. alpha-DG glycosylation AlphaScreen (IIH6); 0% Pro5, 100% B10-LARGE cell signal. 360,000 compounds, 0.22% hits. AID 624168, 2012;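 active means activation of at least 8% versus controls, or a plate z-score of at least 8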;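 further: Pro5 are CHO cells carrying HIG-tagged alpha-DG that lacks glycosylation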
Cardio protect: cardioprotection against H2O2-induced cell death, primary screen, uHTS, H9c2 cells, ATPLite luminescence; H9c2 cardiomyocytes, H2O2 injury protection, 2 h; protection from H2O2 cell death, % at 20 µM; 360,000 compounds, 0.63% hits;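 active means compounds giving at least 50% protection of heart cells from peroxide-induced death in the single-dose screen, raw or plate-pattern-corrected value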;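 further: 0% = DMSO wells with peroxide and 100% = DMSO wells without peroxide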
ABHD5-PLIN5 inh: ABHD5-PLIN5 interaction inhibitors, primary screen, cell lysate, split luciferase complementation, luminescence | Perilipin-5 (Homo sapiens) + 1-acylglycerol-3-phosphate O-acyltransferase ABHD5 (Homo … | Split G. princeps luciferase complementation, 4 h | inhibition, % at 4 µM | 360,000 compounds, 0.78% hits;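 active means inhibition above the mean inhibition across every tested compound plus 3 SD, cut at about 22% in these data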;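 further: 0% = DMSO only wells and the 100% control is not disclosed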
ABCB6 inh MLPCN: ABCB6 transporter inhibitors, primary screen, K562-ABCB6 cells, flow cytometry, MLPCN library; fluorescence ratio to DMSO, % at 10 µM; 360,000 compounds, 0.19% hits; K562-ABCB6 porphyrin accumulation, 1 h; hits give low values; ATP-binding cassette sub-family B member 6 (Homo sapiens), Q9NP58;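 active means fluorescence ratio to DMSO below 75%, the collection mean minus 3 SD; inconclusive means too few cells collected in the well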;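 further: signal is porphyrin accumulated inside mitochondria; 100% equals median channel fluorescence of DMSO control wells; lower ratio means ABCB6 inhibition with less porphyrin fluorescence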
MC4R barr agon: MC4R agonists recruiting beta-arrestin, primary screen, cell-based, luminescence, agonist arm of biased-ligand search | Melanocortin receptor 4 (Homo sapiens), P32245 | U2OS MC4R beta-arrestin complementation; percent of melanotan II response, DMSO zero | activation, % at 8.9 µM | 360,000 compounds, 0.98% hits;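 active means activation above a per-plate cutoff, the mean activation of sample wells on that plate plus 3 SD, cut at about 8% in these data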
Active calls of the source: *; ? = inconclusive; . = no result given. The order is random; about 4.5% have a hit in one of these screens.

SMILES	HTR2A ag	hiPSC survival	MC4R antag cAMP	N-glyco inh	Granule exo inh	aDG glyco act	Cardio protect	ABHD5-PLIN5 inh	ABCB6 inh MLPCN	MC4R barr agon
Cc1nn(-c2ccccc2)c(C)c1C(=O)OCC(=O)Nc1ccccc1Cl	-4.1	-0.2	12.5	2.2	-16.8	-0.1	-0.7	3.0	124.0	-1.0
COc1ccc(-c2nc(C)ncc2-c2ccccc2)c(O)c1	9.7	0.4	9.1	0.5	6.3	0.1	-2.9	-5.3	98.0	-2.3
COC(=O)c1c(NC(=O)COC(=O)[C@@H](NS(=O)(=O)c2ccc(C)cc2)C(C)C)sc2c1CCC2	-4.1	2.5	9.3	-1.4	0.5	0.7	-8.4	-3.6	85.0	-0.7
Cc1c(C(=O)O)cccc1[N+](=O)[O-]	-1.6	9.3	6.6	2.1	-2.1	0.0	-1.5	0.1	101.0	0.2
CCCCn1nnnc1C1(C)CCC(=O)N1Cc1ccc(C)cc1 (stereo not drawn)	2.6	-0.2	.	.	8.0	-0.2	.	-2.3	103.0	.
COc1ccc(/C=C\C(=O)NCc2ccc3c(c2)cc(C)n3C)cc1OC	-1.2	0.5	6.1	-0.4	14.6	0.0	10.9	3.2	95.0	-0.1
O=C(c1ccc(S(=O)(=O)N2CCOCC2)cc1)N(c1ccccn1)C1CCCCC1	3.1	-0.7	-5.7	-1.1	7.9	0.1	-4.0	3.8	101.0	2.2
COc1cc(Nc2c3ccccc3nc3ccccc23)cc(OC)c1OC	-6.6	-0.7	-4.9	15.6	7.1	-0.2	-11.3	2.6	97.0	-1.6
COc1ccc2oc(C(=O)OCC(=O)Nc3cc(S(=O)(=O)N4CCOCC4)ccc3OC)c(C)c2c1	-1.1	1.2	5.2	-0.8	-1.4	-0.3	-2.8	5.0	101.0	6.0
CC1CCN(c2ccc3nnc(CCC(=O)NCc4ccco4)n3n2)CC1	0.1	-0.4	-4.1	4.5	-13.9	0.0	-1.8	5.8	92.0	-0.4
O=c1c2ccccc2nnn1CSc1ccccc1F	-2.2	-2.4	8.4	-13.9	-0.3	-0.1	3.3	0.1	98.0	-3.0
CN(Cc1cnn(C)c1)Cc1nc(Cc2ccccc2Cl)no1	1.8	-0.2	12.6	1.0	-0.7	0.3	1.1	-1.2	95.0	-2.5
COc1ccc(S(=O)(=O)N(C)CC(=O)N2CCOCC2)cc1Cl	0.3	-2.2	-3.3	0.6	-1.1	-0.3	6.6	-7.3	99.0	-2.8
COc1ccc(CCCNC(=O)C2(C)Cc3c(-c4cccc(C(N)=O)c4)ccnc3O2)cc1 (stereo not drawn)	-1.3	1.3	-5.8	8.5	9.3	-0.2	30.1	5.1	82.0	-0.7
O=C(Cn1c(=O)oc2ccccc21)NCCc1ccccc1Cl	-7.2	2.7	0.6	-2.0	2.2	1.6	-0.4	-5.1	95.0	-0.1
Cc1ccccc1OCc1nc2ccccc2n1C	-2.5	-0.7	3.6	-5.7	-7.0	0.1	-10.1	-4.3	102.0	-1.0
COc1ccc(C2(C)NC(=O)N(CC(=O)N3CCc4ccccc43)C2=O)cc1OC (stereo not drawn)	-0.1	0.7	5.7	1.9	-2.6	0.0	4.0	-2.3	104.0	-0.1
O=C(NCCCc1ccncc1)C1CCC(=O)N(Cc2ccc(Cl)cc2)C1 (stereo not drawn)	-3.7	-0.3	10.8	-0.1	0.7	-0.2	1.4	-0.6	98.0	0.0
CCOC(=O)C1CCN(S(=O)(=O)c2ccc(-n3cnnn3)c(C)c2)CC1	6.6	-1.7	1.4	0.0	-3.0	-0.1	-6.5	1.2	100.0	-0.8
CCN1CCC2(CC1)Oc1c(OC)cccc1C1CC(c3cccnc3)=NN12 (stereo not drawn)	1.0	-0.2	5.2	1.1	7.5	0.0	5.3	2.5	90.0	-1.7
O=C(CCC1CCCC1)NCCS(=O)(=O)N1CCN(c2ccccc2F)CC1	-8.8	-0.3	4.7	-0.6	13.3	0.3	-1.0	-0.6	100.0	-0.3
O=C1CN(C(=O)/C=C/c2ccccc2F)c2ccccc2N1	-4.8	1.9	-9.8	-3.2	0.3	-0.2	-4.7	0.1	97.0	-1.9
O=C(Cn1nnc(-c2cc(C(F)(F)F)cc(C(F)(F)F)c2)n1)NNC(=S)Nc1ccc(Cl)cc1	-1.3	-0.1	0.6	1.8	12.0	-0.1	-8.7	-6.4	99.0	2.2
Cc1ccc(C)c(NC(=O)CSc2nnc([C@@H]3CCCN3C(=O)OC(C)(C)C)o2)c1	-4.1	-1.0	-0.8	-1.6	0.8	0.1	20.1	-7.9	97.0	-4.2
C/C(=N\NC(=O)c1cccc(S(=O)(=O)N2CCOCC2)c1)c1ccco1	-4.3	0.7	-2.4	-0.4	?	-0.1	8.2	12.9	101.0	1.6
SMILES	HTR2A ag	hiPSC survival	MC4R antag cAMP	N-glyco inh	Granule exo inh	aDG glyco act	Cardio protect	ABHD5-PLIN5 inh	ABCB6 inh MLPCN	MC4R barr agon
CCOC(=O)/C(C#N)=C\c1cccnc1	-0.1	0.7	10.7	1.7	9.1	0.3	4.3	-1.8	98.0	-1.2
O=C(Nc1cccc(F)c1)C1CCN(C(=O)c2ccc(Br)cc2)CC1	-3.1	0.6	12.8	1.8	4.2	0.7	2.4	-5.2	98.0	0.2
CC(C)(C)NC(=O)C1CCN(S(=O)(=O)c2cccc3nsnc23)CC1	4.0	-0.5	-4.7	-2.2	1.0	-0.3	3.7	-2.6	102.0	0.8
COCCn1c(C)cc(C(=O)CSc2n[nH]c(N)n2)c1C	1.0	0.8	0.7	1.5	0.5	-0.1	-3.8	-3.7	91.0	-3.3
CCc1nc(SCC(=O)O)c(C#N)c2c1CCCC2	4.2	-2.2	4.4	0.9	-10.2	-0.1	-1.2	7.2	98.0	-1.7
CC(C)(Oc1ccc(Cl)cc1)C(=O)OCC(=O)Nc1ncc(Cl)cc1Cl	-1.7	0.5	-0.9	1.5	2.5	-0.3	1.8	-3.4	86.0	2.3
N#CCC(=O)NC(=O)NCC1CC1	0.0	1.1	10.3	2.1	2.6	0.2	0.1	6.9	101.0	0.0
COc1ccc(OC)c(NC(=O)Nc2nnc(COCCO)s2)c1	11.8	0.0	1.1	-0.2	-5.2	0.1	4.5	-0.6	96.0	0.7
COc1cc(C(O)P(=O)(OC(C)C)c2ccc(N(C)C)cc2)cc(OC)c1OC (stereo not drawn)	-2.0	-1.1	7.9	-0.8	2.6	-0.2	0.1	0.2	100.0	-2.0
C[C@H](NC(=O)c1cc2cc(Cl)ccc2n1C)C(=O)N[C@@H](C(=O)O)c1ccccc1	0.9	-0.4	26.6	-0.4	-6.5	0.1	1.0	-2.7	97.0	-0.7
CCc1ccc(Nc2cc(C(=O)NCCCN3CCOCC3)c3ccccc3n2)cc1	-6.3	0.0	13.3	-0.1	1.8	0.1	5.0	10.8	102.0	0.3
Cc1ccc(NC(=O)CCS(=O)(=O)c2ccccc2)cc1S(=O)(=O)N1CCCCCC1	-1.4	0.3	4.2	-6.4	-0.4	-0.1	-9.5	3.1	98.0	-2.3
CN1C(=O)[C@H]2[C@@H](/C=C/c3ccccc3)N3C(=O)CN(Cc4ccccn4)C(=O)[C@@]3(C)[C@H]2C1=O	5.9	-1.1	8.6	1.5	3.4	-0.3	9.7	7.4	95.0	0.0
CCCN(CCC)CCNS(=O)(=O)c1ccc2c(c1)CCN2C(=O)C1CCC1	3.8	-1.4	-6.2	-4.3	-1.9	0.2	-5.9	1.4	98.0	-0.7
O=C(Nc1ccc(Oc2cccnc2)cc1)C1CCN(Cc2ccc(F)cc2)CC1	-0.8	-0.3	2.1	-2.6	8.9	0.5	-6.0	12.7	99.0	-0.9
COC(=O)CS(=O)(=O)c1cc([N+](=O)[O-])ccc1NC(=O)OC	1.2	-0.2	24.6	2.7	?	0.1	12.3	-1.7	102.0	-0.5
Cc1cccc(OCc2nn[nH]n2)c1C	4.4	1.7	2.4	-0.5	-0.5	-0.2	6.3	3.0	95.0	-0.7
O=C1c2cccc3cccc(c23)C(=O)N1c1ccccn1	3.6	1.1	2.2	-2.1	-1.6	0.1	13.6	1.8	100.0	-0.5
CC1(C)CC(NC(=O)COc2ccc3c4c(c(=O)oc3c2)CCCC4)CC(C)(C)N1	0.3	-0.4	5.6	-1.7	-3.7	-0.4	13.8	-5.4	104.0	0.7
CSc1ncccc1C(=O)OCc1ccccc1F	-6.3	4.9	-0.5	-2.2	-0.4	0.0	-7.5	-3.1	97.0	-0.9
O=c1[nH]c(C2CCCN(S(=O)(=O)c3ccccc3Cl)C2)nc2c1nnn2Cc1ccc2c(c1)OCCO2 (stereo not drawn)	-6.7	-0.5	-8.8	1.2	-0.7	-0.4	-0.8	11.2	102.0	0.2
O=C(c1ccccn1)N(c1ccccc1)C1(C(=O)NC2CCCCC2)CCCCC1	1.5	-0.5	1.3	-0.7	-1.0	-0.2	0.1	-7.9	90.0	-1.8
C=CCc1cccc2cc(C(=O)Nc3ccc(NC(C)=O)cc3)c(=O)oc12	-3.6	0.0	-4.6	-0.3	2.1	-0.1	4.9	4.1	93.0	-3.8
CCOC(=O)c1cc(-c2ccccc2)sc1NC(=O)CSc1nncs1	-3.9	-0.4	4.8	-1.3	8.9	-0.3	-1.0	-3.1	90.0	-1.9
CC(OC(=O)CSc1ccc([N+](=O)[O-])cc1)C(=O)NC1CC1 (stereo not drawn)	-4.3	2.1	4.6	0.9	-0.5	0.0	13.8	-0.5	92.0	-1.1
CC1=C(C#N)C(Nc2ccc(Cl)cn2)(C(F)(F)F)C(=O)N1 (stereo not drawn)	0.0	-0.6	2.8	1.5	-0.7	0.6	-1.6	-2.6	102.0	-1.8
CCCCCCCCCCCCN1[C@@H](CC(=O)OC)c2cc(C(F)(F)F)ccc2S1(=O)=O	4.2	5.8	1.3	2.4	-2.5	0.4	-14.8	-1.0	101.0	-1.0

High-throughput results (PubChem)
